Compound activity deposited in PubChem BioAssay by National Center for Advancing Translational Sciences (NCATS).
RXFP1 antagonist: blocks the human relaxin receptor RXFP1. Q9HBX9. HEK293-RXFP1, relaxin-stimulated cAMP HTRF, 30 min; active compounds read low. activity change, negative = inhibition, % at 57.5 µM. 350,000 tested, 0.59% active;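 active = activity change of -60% or lower, but not beyond a set lower limit; inconclusive = change between -60% and -40%, or beyond the set limit; inactive = change above -40%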; also: % is scaled to controls: 0 for no effect and ±100 for the full control effect
Pol iota inh: inhibitors of human DNA polymerase iota | Pol iota fluorescent replication assay, 10 min | Potency, µM (highest dose often 115 µM), without a hit: top-dose activity, negative = inhibition, usual class: inhibitors | 390,000 tested, 1% active; also: potency is read from the fitted curve at half-maximal effect
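Fluorescent replication assay read twice, at 0 min and 10 min after adding 50 nM (final) substrate. Enzyme (10 nM) and compounds were first incubated 15 min at room temperature; enzyme-free buffer wells were negative controls.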
PGK inhibitor: inhibitors of T. brucei phosphoglycerate kinase; Potency, µM (titrated, usually from 57.5 µM), for inactives: at the top dose activity change, negative = inhibition, usual class: inhibitors; 380,000 tested, 0.043% active; PGK/GAPDH coupled, Kinase-Glo luminescence, 60 min; P07378; also: potency is read from the fitted curve at half-maximal effect; % is scaled to controls: 0 for no effect and ±100 for the full control effect; nearly all actives have a fitted effect of over 60% in size
Target sequence (P07378 whole entry, looked up): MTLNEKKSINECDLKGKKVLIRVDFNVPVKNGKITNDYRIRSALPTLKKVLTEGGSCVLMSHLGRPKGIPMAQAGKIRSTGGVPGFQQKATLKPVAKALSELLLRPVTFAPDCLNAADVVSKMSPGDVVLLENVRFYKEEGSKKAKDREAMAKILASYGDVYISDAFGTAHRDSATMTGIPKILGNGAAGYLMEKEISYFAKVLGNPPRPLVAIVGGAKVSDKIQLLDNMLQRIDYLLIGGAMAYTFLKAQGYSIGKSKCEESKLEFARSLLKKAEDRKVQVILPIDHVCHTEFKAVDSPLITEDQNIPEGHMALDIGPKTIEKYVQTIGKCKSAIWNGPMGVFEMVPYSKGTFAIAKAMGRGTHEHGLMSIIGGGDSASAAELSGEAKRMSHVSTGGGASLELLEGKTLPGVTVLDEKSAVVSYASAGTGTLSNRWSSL
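Recombinant glycosomal PGK reaction used 1,3-bisphosphoglycerate generated in-well by GAPDH (100nM final) in 100mM TEA pH 7.6, 5mM MgCl2, 0.01% Tween-20. After 60 minutes at room temperature, ATP was read by Kinase-Glo Plus luminescence end-point.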
BLM helicase inh: inhibitors of human Bloom syndrome helicase BLM | Potency, µM (series often up to 56.1 µM), for the others: at the top dose activity change, negative = inhibition, hits mostly inhibitors | P54132 | AID 2528 | 350,000 tested, 0.2% active | recombinant BLM DNA unwinding, fluorescence dequenching;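 also: potency is read from the fitted curve at half-maximal effect; plate controls were vehicle for no effect and no enzyme for full effect; nearly all actives have a fitted effect of over 35% in size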
Pol beta inh: blocks human DNA polymerase beta activity; Pol beta primer extension/strand displacement, fluorescence kinetic; AID 485314; Potency, µM (top dose mostly 114 µM), for the others: at the top dose activity change, negative = inhibition, hits mostly inhibitors; 340,000 tested, 1.3% active; also: potency is read from the fitted curve at half-maximal effect; % is scaled to controls: 0 for no effect and ±100 for the full control effect
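Homogeneous kinetic assay of primer extension and strand displacement by 10 nM Pol beta, preincubated 15 min at room temperature with compound before 50 nM substrate (final) was added. Read at 0 and 10 min; four-parameter Hill fit.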
APE1 inh: APE1 (human) endonuclease inhibition | 350,000 tested, 0.35% active | AID 2517 | P27695 | Potency, µM (titrated, usually from 65.8 µM), inactives show top-dose activity change, negative = inhibition, hits mostly inhibitors | recombinant APE1, TAMRA/BHQ-2 abasic DNA cleavage fluorescence;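 also: potency is read from the fitted curve at half-maximal effect; plate controls were vehicle for no effect and reference inhibitor for full effect; nearly all actives have a fitted effect of over 55% in size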
Target sequence (P27695 whole entry, looked up): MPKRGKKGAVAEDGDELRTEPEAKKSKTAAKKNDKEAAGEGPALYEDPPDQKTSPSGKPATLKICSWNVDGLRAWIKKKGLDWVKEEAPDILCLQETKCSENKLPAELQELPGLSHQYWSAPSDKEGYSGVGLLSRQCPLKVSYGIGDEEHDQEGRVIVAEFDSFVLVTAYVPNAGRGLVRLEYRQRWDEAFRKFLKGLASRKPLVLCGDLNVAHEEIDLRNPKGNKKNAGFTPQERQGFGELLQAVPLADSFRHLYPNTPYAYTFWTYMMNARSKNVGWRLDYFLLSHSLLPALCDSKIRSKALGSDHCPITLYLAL
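Activity was derived from the fluorescence gain between first and third kinetic reads (60 s intervals, ex 525/em 598 nm) after 50 nM THF-abasic TAMRA/BHQ-2 duplex was added to 0.75 nM APE1 preincubated 15 min with compound.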
Pol kappa inh: blocks human DNA polymerase kappa activity. Q9UBT6. purified Pol kappa, fluorescent DNA synthesis assay, 10 min. Potency, µM (highest dose often 107 µM), inactives show at the highest dose activity, negative = inhibition, actives largely listed as inhibitors. 400,000 tested, 0.53% active. AID 588579; also: potency is read from the fitted curve at half-maximal effect; % is scaled to controls: 0 for no effect and ±100 for the full control effect
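Kinetic fluorescence readout at 0 and 10 min followed reaction start with substrate at 50 nM final. Beforehand, enzyme (10 nM Pol kappa) stood 15 min with compound at room temperature; buffer-only wells were negative controls.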
Apoferritin bind: binds horse apoferritin like a general anesthetic | apoferritin/1-aminoanthracene competitive binding, fluorescence | 350,000 tested, 0.074% active | P02791 | Potency, µM (titrated, usually from 77.5 µM), for inactives: at the top dose activity change, negative = displacement, actives largely listed as inhibitors; also: potency is read from the fitted curve at half-maximal effect; % is scaled to controls: 0 for no effect and ±100 for the full control effect; nearly all actives have a fitted effect of over 20% in size
Target sequence (P02791 2-175 limits assumed): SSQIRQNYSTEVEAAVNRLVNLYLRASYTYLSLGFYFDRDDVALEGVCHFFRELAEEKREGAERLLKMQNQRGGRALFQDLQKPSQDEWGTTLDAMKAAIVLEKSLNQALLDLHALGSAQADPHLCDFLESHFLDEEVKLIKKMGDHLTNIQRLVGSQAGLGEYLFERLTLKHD
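Probe: 1-aminoanthracene (50% saturated, PBS). Protein: horse-spleen apoferritin, 10 uM. Incubation: 10 min, room temperature. Detection: 380 nm excitation, 535 nm emission. Analysis: normalized response, four-parameter Hill.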
Pol eta inh: blocks human DNA polymerase eta activity; Q9Y253; recombinant Pol eta, fluorescent DNA replication assay; Potency, µM (titrated, usually from 114 µM), without a hit: at the highest dose activity change, negative = inhibition, hits mostly inhibitors; 390,000 tested, 1.2% active; AID 588591; also: potency is read from the fitted curve at half-maximal effect; % is scaled to controls: 0 for no effect and ±100 for the full control effect
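Pol eta (10 nM) was preincubated with compounds for 15 min at room temperature, after which fluorescent replication substrate (50 nM final) was added to start the reaction. Fluorescence was read kinetically at 0 and 10 min.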
Starred values were filed as active, the others as inactive; i = inactive; ? = inconclusive; . = no result given; & = joins results of further samples; [ ] = another dose, or the depositor's remark. Unless noted, calls follow the shape of the dose curve; as a rule, active = well fitted curve in the direction sought with a large enough effect; inconclusive = small, poorly fitted or top-dose-only effect, or another doubt; inactive = no such curve, though single readings can be large; an effect the other way counts as inactive or inconclusive.

SMILES	RXFP1 antagonist	Pol iota inh	PGK inhibitor	BLM helicase inh	Pol beta inh	APE1 inh	Pol kappa inh	Apoferritin bind	Pol eta inh
CC#CCOC(=O)C1=CCCN(C)C1	.	.	.	-1%	.	-1%&-1%	6%&-6%[19.4 µM]	0%	.
O=[N+]([O-])c1ccc(NC(=S)N2CCN(c3ccccn3)CC2)cc1	-6	93%[activator]	i	1%	?	-11%	0%	-10%	-4%
CN(C)CCCNC(=O)c1ccc(-c2cc(O)c3ncccc3c2)cc1	.	-9%	0%	.	.	-27%&-21%	-14%	.	-10%
COC(=O)C1CN(C(=O)C(C)Oc2ccc(C(C)C)cc2)c2ccccc2O1 (stereo not drawn)	11	-21%	-1%	-11%	30%	24%	-15%	-14%	-16%
CC(=O)N1N=C(c2ccccc2O)OC1(C)CC(=O)Nc1ccccc1 (stereo not drawn)	-4	25%	i	1%	5%	11%	5%	4%	-15%
CCOC(=O)C1C(c2ccccc2)N(C)OC1(O)C(F)(F)F (stereo not drawn)	-5	29%	1%	-3%	-26%	-1%	1%	-12%	-19%
Nc1n[nH]c(-c2ccc([N+](=O)[O-])cc2[N+](=O)[O-])n1	12	36%[activator]	5%	-7%	23%	5%	-11%	-5%	7%
O=C(COC(=O)c1ccccc1OC(F)F)Nc1ccc(N2CCCCC2)cc1	-9	4%	-1%	.	.	-2%	-11%	.	-17%
Cc1ccc(CNC(=O)C2CCC(CNS(=O)(=O)c3ccc4c(c3)CCCC(=O)N4)CC2)cc1 (stereo not drawn)	.	18%	-2%	-2%	-6%	.	-6%	3%	-14%
COc1ccc2nc(SCC(=O)Nc3ccc4[nH]c(=O)[nH]c4c3)[nH]c2c1	-1	?	-15%	.	.	-3%	-19%	.	-11%
COc1ccc(S(=O)(=O)N2Cc3ccccc3CC2C(=O)N2CCOCC2)cc1 (stereo not drawn)	-1	7%	-7%	-1%	2%	0%	-1%	-7%	3%
O=c1c2ccccc2oc2cc(Br)ccc12	-17	44%[activator]	-8%	.	.	.	1%	.	-17%
COc1ccc(CN2CCC3CC2c2cc(Cl)ccc23)cc1 (stereo not drawn)	.	20%	i	.	.	.	23%	.	-10%
O=C(CCc1ccncc1)NC1CCCc2c1cnn2-c1cc(F)cc(F)c1 (stereo not drawn)	12	37%[activator]	2%	1%	18%	-12%	-12%	-11%	-3%
CCOC(=O)C1CCN(c2nc3c(S(=O)(=O)c4ccccc4)nnn3c3ccsc23)CC1	-5	17%	i	0%	34%	.	3%	4%	10%
Cn1cccc1C(=O)NC1CCCCCC1	4	-11%	-6%	.	.	18%	-21%	.	-4%
COC(=O)c1ccccc1N1C(=O)[C@@H]2C(c3ccc(F)cc3)=NO[C@@H]2C1=O	-2	1%	-3%	-2%	1%	-1%	1%	-15%	-11%
CC(OC(=O)CCc1nc2ccccc2c(=O)[nH]1)C(=O)c1ccc(C(C)(C)C)cc1 (stereo not drawn)	-8	5%	14%	-3%	-4%	3%	-16%	?	-16%
N#Cc1c(SCC(N)=O)nsc1SCc1ccc(Cl)cc1	-2	13%	i	-8%	6%	13%	0%	-24%	-16%
CC(=O)c1ccc2c(c1)Cc1cc(C(C)=O)ccc1-2	.	19%	-3%	2%	4%[57.1 µM]	-2%	2%	7%	4%
Cc1sc2nc(SC(C)C)nc(N)c2c1C	-13	19%	.	0%	6%	0%	-7%	-13%	-4%
CC1CC(C)CN(S(=O)(=O)c2cc3c4c(c2)CCN4C(=O)CC3)C1 (stereo not drawn)	-4	4%	1%	.	.	5%	-16%	.	-3%
CCc1ccc[n+](-c2[nH]c(=O)sc2/C=N/N=C(\[O-])c2ccncc2)c1	1	36%[activator]	i	-4%	-29%	40%	-11%	-11%	-22%
CCOC(=O)c1c(C)nn(-c2ccc(NC(=O)c3cccs3)cc2)c1C	-16	32%[activator]	-9%	-14%	-14%	-13%	-4%	-11%	-12%
CCOC(=O)c1cc(-c2ccco2)nn1-c1ccc(C)cc1	-31	52%[activator]	-2%	-8%	?	-2%	-6%	-18%	?

Continuation.
SMILES	RXFP1 antagonist	Pol iota inh	PGK inhibitor	BLM helicase inh	Pol beta inh	APE1 inh	Pol kappa inh	Apoferritin bind	Pol eta inh
O=C(CNC(=O)OCc1ccccc1)NC1CCCCCCC1	0	-15%	-4%	-2%	26%	6%	-8%	?	-9%
Cc1ccc(NC(=O)Cc2ncc(C(F)(F)F)cc2Cl)cc1Cl	-3	19%	-2%	-4%	34%	12%	-8%	-18%	2%
CCCC(=O)Nc1cc(C)c(O)c(-c2nc3ncccc3o2)c1	.	7%	-3%	-5%	3%	.	-20%	33%[activator]	-6%
Cc1ccc(NC(=O)CN(C)C(=O)CSc2ncc(C(F)(F)F)cc2Cl)cc1	-7	-16%	i	1%	18%	3%	0%	?	-10%
CCCOC(=O)CSc1nnc(-c2cc(OC)c(OC)c(OC)c2)o1	-1	-2%	0%	1%	10%	-7%	-4%	-23%	1%
CCOC(=O)/C=C1\SCC(=O)N1CC(=O)NC12CC3CC(CC(C3)C1)C2	-19	6%	21%	-3%	2%	2%	-5%	?	1%
COC(=O)c1ccccc1NC(=O)c1cnn2cccnc12	3	-14%	1%	3%	0%	2%	10%	-5%	-5%
O=C(NC1CCCCC1)C1Cc2ccccc2CN1S(=O)(=O)c1ccc(F)cc1 (stereo not drawn)	3	-7%	.	0%	9%	4%	-6%	-1%	-4%
O=C(O)c1cc(OCc2ccccc2)cc(OCc2ccccc2)c1	-3	23%	-1%	-1%	0%	41%	-4%	-3%	-15%
CC(Sc1nnc(Cc2ccccc2)o1)C(=O)Nc1ccccc1[N+](=O)[O-] (stereo not drawn)	4	7%	i	.	.	19%	-2%	.	-7%
COC(=O)c1ccc(OCC2c3cc(OC)c(OC)cc3CCN2C(=O)c2ccco2)cc1 (stereo not drawn)	2	-3%	-12%	-15%	12%	-9%	-11%	-6%	-9%
Cc1ccc(Nc2nc3ccccc3nc2-n2nc(C)cc2C)c(Cl)c1	-3	20%	-5%	-2%	-2%	.	-25%	3%	-6%
Cc1ccc(C(=O)N2CCCC(CCC(=O)N3CCN(c4ccccn4)CC3)C2)s1 (stereo not drawn)	0	58%[activator]	1%	-3%	-1%	4%	-1%	-6%	-16%
CN(C)c1ccc(C(=S)N2CCN(C(=S)Nc3cccc4ccccc34)CC2)cc1	6	199%[activator]	-11%	-5%	8%	2%	0%	-6%	-12%
COc1ccc(C(=O)CNc2ccccc2C#N)cc1	-1	13%	0%	-5%	-14%	-8%	-10%	-13%	-8%
CN1CCCN(C(=O)CC2(CC(=O)O)CCCC2)CC1	9	4%	-7%	3%	-25%	-2%	2%	-4%	-15%
Cc1ccc(CNC(=O)COc2ccccc2-c2ccccc2)cc1	-37	-18%	i	-5%	1%	10%	0%	1%	-23%
CCOc1ccc(N2CC(C(=O)Nc3ccc4c(c3)OCCO4)CC2=O)cc1 (stereo not drawn)	-11	-5%	i	-4%	38%	2%	-1%	-4%	3%
Cc1cnc(NC(=O)CCNC(=O)c2ccc([N+](=O)[O-])cc2)s1	0	18%	.	-4%	21%	-1%	6%	-2%	3%
CCn1c(SCc2nc(N)nc(N3CCCCC3)n2)nc2c1c(=O)n(C)c(=O)n2C	3	128%[activator]	-1%	6%	27%	16%	-17%	9%	-3%
COc1ccc(C(CNC(=O)c2cc3ccccc3o2)N2CCCCC2)cc1 (stereo not drawn)	-14	111%[activator]	2%	0%	3%	-3%	4%	-8%	-8%
COC(=O)C1=C(C)N(Cc2ccco2)C(=O)N[C@@H]1c1ccccc1	.	24%	-2%	1%	-2%	0%	-8%	-14%	4%
CN(C)c1ccc(/C=N/Nc2cccc(C(=O)O)c2)cc1	1	?	-4%	-1%	?	-4%	7%[60.1 µM]	0%	-13%
CNC[C@@H](C)NC[C@@H](Cc1ccccc1)NCCc1ccccc1	.	?	-10%	-4%	36%	24%	-14%	-11%	-3%
COc1cc(NC(=O)COc2ccccc2)c(OC)cc1NC(C)=O	-28	71%[activator]	1%	-5%	11%	-1%	-4%	-8%	5%

Structural class: the entries above containing an aryl thioether with sulfur outside any ring
SMILES	RXFP1 antagonist	Pol iota inh	PGK inhibitor	BLM helicase inh	Pol beta inh	APE1 inh	Pol kappa inh	Apoferritin bind	Pol eta inh
COc1ccc2nc(SCC(=O)Nc3ccc4[nH]c(=O)[nH]c4c3)[nH]c2c1	-1	?	-15%	.	.	-3%	-19%	.	-11%
N#Cc1c(SCC(N)=O)nsc1SCc1ccc(Cl)cc1	-2	13%	i	-8%	6%	13%	0%	-24%	-16%
Cc1sc2nc(SC(C)C)nc(N)c2c1C	-13	19%	.	0%	6%	0%	-7%	-13%	-4%
Cc1ccc(NC(=O)CN(C)C(=O)CSc2ncc(C(F)(F)F)cc2Cl)cc1	-7	-16%	i	1%	18%	3%	0%	?	-10%
CCCOC(=O)CSc1nnc(-c2cc(OC)c(OC)c(OC)c2)o1	-1	-2%	0%	1%	10%	-7%	-4%	-23%	1%
CC(Sc1nnc(Cc2ccccc2)o1)C(=O)Nc1ccccc1[N+](=O)[O-] (stereo not drawn)	4	7%	i	.	.	19%	-2%	.	-7%
CCn1c(SCc2nc(N)nc(N3CCCCC3)n2)nc2c1c(=O)n(C)c(=O)n2C	3	128%[activator]	-1%	6%	27%	16%	-17%	9%	-3%

A portion of the library; rates above refer to the full screens.
